# AID2073 = inhibitors of Mint1-CaV2.2 protein interaction, biochemical, HTRF (AID 2073); HTRF protein-protein interaction, Mint1-CaV2.2; higher % means a stronger effect; 290,000 tested, 0.19% active; inhibition, % at 20 µM; hits with a dose series show IC50 in µM; in the data active = inhibition mostly above about 51%, no sharp cut-off; also: some results filed as inactive read as strong as hits
# Autophagy mod = modulators of autophagy; MEF GFP-LC3 puncta imaging; test concentration mostly 10 µM; calls only at 10 µM (by protocol); 190,000 tested, 0.98% active;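 active = percentage of spot-positive cells more than 3 SD above its plate mean, without a fluorescence outlier flag or 80% toxicity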;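 also: spot-positive cell cutoff set from DMSO-treated cells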
# HIV peptide binding = inhibitors of HIV fusion peptide binding, primary screen, biochemical, uHTS, fluorescence dequenching (AID 1986); 290,000 tested, 0.3% active; cell-free peptide binding, fluorescence dequenching, 30 min; higher % means a stronger effect; inhibition, % at 20 µM; hits with a dose series show IC50 in µM; in the data active = inhibition mostly above about 52%, no sharp cut-off; inactive = mostly below about 76%; also: some results filed as inactive read as strong as hits
# Dynein transport = blocks dynein driven cargo transport along microtubules; 3617.4 mouse cells, GR-EGFP nuclear translocation imaging; test concentration mostly 20 µM; stimulated with dexamethasone, 1 µM; active compounds read low; z-score, hits read low; 220,000 tested, 0.47% active; AID 1381;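 active = plate z-score of nuclear minus cytoplasmic receptor signal below a set negative limit, without overly bright fluorescence or cell loss, cut at about -3.5 in these data, passing the limit was not always enough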;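 also: z-score of nuclear minus cytoplasmic ring GR-EGFP intensity difference per well; some compounds called inactive have numbers as strong as hits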
#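 Schedule: 48 h induction, then 1 h compound, then 30 min agonist, 37 °C. Buffer or medium: tetracycline-free induction medium containing charcoal-stripped FBS. Reagent: 1.0 µM final dexamethasone stimulus. Evaluation: nuclear versus cytoplasmic GR-EGFP signal, averaged per well. Signal: high-content fluorescence imaging after fixation.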
# WT yeast gro inh = growth inhibition of WT yeast, mitochondrial fusion screen. inhibition, % at 10 µM. AID 1362. 190,000 tested, 2.1% active. mitochondrial fusion phenotypic screen, WT strain; in the data active = inhibition above about 58%; tested in S. cerevisiae
# bCat nuc transl = alters nuclear translocation of beta-catenin in HeLa cells; immunofluorescence imaging; 190,000 tested, 0.3% active; nuclear translocation activity, % at 5 µM; AID 1665;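 active = nuclear translocation activity above 50% at 5 µM, with a well cell count of 50 or more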;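 also: per-cell ratio of nuclear to cytoplasmic median beta-catenin stain intensity; plate controls were DMSO negative control for no effect and GSK-3 inhibitor IX positive control for full effect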
#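 Signal – beta-catenin immunofluorescence imaging with DAPI · Test system – human HeLa cell line · Dosing – 5 µM primary single dose, 0.1% DMSO, 0.02–20 µM confirmation series · Measure – % activation, nuclear-to-cytoplasmic median beta-catenin signal ratio per cell · Incubation – 24 h compound exposure at 37°C, 5% CO2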
# Insulin prom up = MIN6 insulin promoter up-regulation; MIN6 insulin promoter-GFP reporter, high-content imaging; active compounds read high; 190,000 tested, 0.3% active; AID 1625; z-score at 5 µM;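 active = z-score above 3 at 5 µM with at least 500 cells counted in the well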
# Yfh1-depleted yeast = mitochondrial function rescue without frataxin homolog – Friedreich's ataxia, plus single-dose screen, dose response (AID 1465); S. cerevisiae Yfh1-off respiration, WST-1 reduction, 72 h; higher fold induction means a stronger effect; fold induction at 50 µM, or EC50 in µM where a hit was titrated; 220,000 tested, 0.074% active;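 active = fold induction of absorbance versus untreated yeast above a set limit, then at least 30% activation at any dose in follow-up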;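 also: activators that raise dye reduction in frataxin-depleted yeast; strong numbers were not always called active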
# MT stabilize HCS = stabilizes microtubules in HeLa cells; HeLa tubulin immunostaining HCS, 24 h; share of cells brighter than vehicle mean+2SD; % tubulin-high responders, % at 10 µM; 200,000 tested, 0.83% active; AID 2205;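 active = plate Z-score above 3 for both tubulin-high and condensed-nucleus cell shares, with cell loss under 80%, at 10 µM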;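 also: anti alpha tubulin signal scored within the nucleus-defined area of each cell; some results filed as inactive read as strong as hits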
# WT yeast gro inh mutant strain = further read-out of WT yeast gro inh, marked with its call; inhibition, %; mitochondrial fusion phenotypic screen, mutant strain inhibition
# Dynein transport cytoplasmic EGFP = second read-out of Dynein transport, no call of its own (marks repeat the call); z-score; measured here: cytoplasmic GR-EGFP intensity; active compounds read high
# Dynein transport nuclear GR-EGFP = second read-out of Dynein transport, no call of its own (marks repeat the call); z-score; measured here: nuclear GR-EGFP intensity;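 lower value marks the stronger effect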
# Dynein transport cell count = second read-out of Dynein transport, no call of its own (marks repeat the call); z-score; measured here: cell count per field
# Insulin prom up cell count = second read-out of Insulin prom up, no call of its own (marks repeat the call); cell count; measured here: cytotoxicity, nuclei count;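 total cells summed across four imaged fields per well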
# bCat nuc transl cell count 5 µM = recorded beside bCat nuc transl, whose call it bears; cell count; measured here: cell count, cytotoxicity flag
# MT stabilize HCS Hoechst-high % = second read-out of MT stabilize HCS, no call of its own (marks repeat the call); % Hoechst-high responders; measured here: nuclear condensation Hoechst responders;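 share of cells brighter than vehicle mean plus two SD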
# MT stabilize HCS cytotoxicity % = second read-out of MT stabilize HCS, no call of its own (marks repeat the call); toxicity, %; measured here: cytotoxicity by cell density;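 0% = mean cell density of plate MIN control wells and 100% = no cells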
# Autophagy mod cell loss 18 h = further read-out of Autophagy mod, marked with its call; toxicity, %; measured here: cell loss, nuclei count;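 cell loss after 18 h compound exposure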
# The depositor's hits bear a star; i = inactive; / = no result given. Some of the compounds tested, so the mix of outcomes need not match the whole.
SMILES,AID2073,Autophagy mod,Autophagy mod cell loss 18 h,HIV peptide binding,Dynein transport,Dynein transport cytoplasmic EGFP,Dynein transport nuclear GR-EGFP,Dynein transport cell count,WT yeast gro inh,WT yeast gro inh mutant strain,bCat nuc transl,bCat nuc transl cell count 5 µM,Insulin prom up,Insulin prom up cell count,Yfh1-depleted yeast,MT stabilize HCS,MT stabilize HCS Hoechst-high %,MT stabilize HCS cytotoxicity %
CCN(CC)C(=O)c1ccc(NC(=O)Cn2nc(C)c3ccccc3c2=O)cc1,-2%,i,-2,1.1%,0.052,-0.2,0.47,0.1,7,4,0.6,957,-0.1,1139,i,3.3,2.2,5.0
CC(C)(C)n1cccc1/C=C1\C(=O)NC(=O)N(c2ccccc2)C1=O,-3%,i,3,53%,0.46,-0.25,0.28,-0.33,-1,12,1.5,973,0.23,1420,i,3.1,3.1,1.2
CSc1ccc(CNC2CN3CCC2CC3)cc1 (stereo not drawn),-4%,i,-3,-0.4%,-0.36,-0.23,-0.0051,0.54,-1,12,/,/,-0.4,1424,i,2.9,5.9,13
COc1cc(CN=Cc2c(O)n(C(C)(C)C)c(=O)[nH]c2=O)cc(OC)c1,7%,/,/,-1.6%,-0.24,-0.28,-0.37,0.2,/,/,-0.8,1252,0.2,1168,i,/,/,/
O=C(CN1CCOCC1)c1ccc2cc[nH]c2c1,6%,/,/,1.6%,-0.2,0.29,0.3,-0.54,13,3,-1.0,974,0.9,1270,i,6.9,1.3,4.7
CCOC(=O)[C@@]1(C#N)[C@@H]2C=CC(C(N)=O)=CN2[C@@H](C(N)=O)[C@@H]1c1cccc(Cl)c1,-13%,i,0,6.6%,0.52,-0.21,0.66,-0.84,26,-32,/,/,0.07,1269,i,3.4,1.7,1.4
CCCCOC(=O)COc1cc(C)cc2oc(=O)c3c(c12)CCC3,33%,i,19,-0.6%,-0.31,-0.12,0.41,0.57,-7,-7,-7.2,1006,0.7,1286,i,3.1,1.9,5.6
Cc1ccc(S(=O)(=O)N2CCCC(C(=O)N3CCC4(CC3)OCCO4)C2)cc1 (stereo not drawn),15%,i,-19,3.1%,-0.63,-0.32,-0.16,0.24,7,-18,-1.6,947,-0.17,1400,i,3.9,2.9,12
N#Cc1ccccc1Cn1cc(C(=O)c2ccco2)c2ccccc21,-2%,i,28,1.6%,0.75,-0.097,0.43,0.51,19,-8,-1.1,1084,-6.6,506,i,3.6,2.5,3.8
CC(O)(CS(=O)(=O)c1ccccc1)C(=O)Nc1cccc(C(F)(F)F)c1 (stereo not drawn),2%,i,31,-0.1%,-0.34,-0.23,-0.61,0.69,-5,8,/,/,/,/,i,1.1,2.1,6.1
Nc1c(C(=O)OC2CCCCC2)c2nc3ccccc3nc2n1CC1CCCO1 (stereo not drawn),20%,i,-9,7.2%,-0.21,0.055,-0.064,0.41,21,-2,-3.9,960,-1.8,1084,/,2.5,2.5,2.6
CCCCn1c(O)c(/C=N/N2CCCCC2c2cccnc2)c(=O)[nH]c1=S (stereo not drawn),-19%,i,-1,-2.1%,-0.33,-0.16,-0.4,0.095,-7,-4,-1.1,1047,1.4,1560,i,3.5,2.2,7.0
NC1CCCCC1N=Cc1c(O)n(Cc2ccc(F)cc2)c(=O)[nH]c1=O (stereo not drawn),3%,i,14,-1.0%,0.64,-0.29,0.67,-0.15,10,14,-2.0,1227,/,/,i,5.8,4.3,5.0
CC12CC[C@H]3[C@@H](CCC4(O)C[C@H](O)CCC34/C=N/NC(=O)c3ccc(O)cc3)C1(O)CCC2C1=CC(=O)OC1 (stereo partly drawn),4%,/,/,-1.5%,1.4,-0.087,1.5,-2.1,/,/,0.1,1347,0.6,1014,i,/,/,/
O=C(c1cccc(C(F)(F)F)c1)C1CCCN(Cc2ccccc2O)C1 (stereo not drawn),33%,i,-2,0.3%,-0.67,-0.25,-0.79,1.4,28,32,-0.2,1036,-0.96,1455,i,2.8,1.1,1.6
Brc1ccc(CN2CCNCC2)s1,0%,i,0,-1.5%,-0.062,-0.24,-0.021,1.1,21,20,/,/,0.04,914,i,1.9,2.6,11
CCC(=Nc1ccc(OC)cc1OC)c1c(O)n(C2CCCCC2)c(=O)[nH]c1=O,-8%,i,-57,-0.9%,-0.018,-0.12,-0.067,-0.036,68*,13*,-0.2,1161,0.18,1168,i,2.7,1.2,9.8
O=C1NC(=O)N(Cc2ccccc2)C(=O)/C1=C/c1cnc(-c2ccccc2)nc1,32%,i,2,18%,0.78,-0.016,0.14,-1.7,6,4,-0.6,1079,-0.33,1235,i,1.3,1.5,4.8
CP(=O)(O)CN1CCCCC1,-16%,i,-7,-1.4%,-0.84,-0.083,-0.3,0.018,8,10,4.0,1091,0.52,1126,i,3.6,1.5,7.9

# Some of the entries so far, tab-delimited.
compound	AID2073	Autophagy mod	Autophagy mod cell loss 18 h	HIV peptide binding	Dynein transport	Dynein transport cytoplasmic EGFP	Dynein transport nuclear GR-EGFP	Dynein transport cell count	WT yeast gro inh	WT yeast gro inh mutant strain	bCat nuc transl	bCat nuc transl cell count 5 µM	Insulin prom up	Insulin prom up cell count	Yfh1-depleted yeast	MT stabilize HCS	MT stabilize HCS Hoechst-high %	MT stabilize HCS cytotoxicity %
CC(C)(C)n1cccc1/C=C1\C(=O)NC(=O)N(c2ccccc2)C1=O	-3%	i	3	53%	0.46	-0.25	0.28	-0.33	-1	12	1.5	973	0.23	1420	i	3.1	3.1	1.2
CSc1ccc(CNC2CN3CCC2CC3)cc1 (stereo not drawn)	-4%	i	-3	-0.4%	-0.36	-0.23	-0.0051	0.54	-1	12	/	/	-0.4	1424	i	2.9	5.9	13

# Seven consecutive compounds from above, quoted:
SMILES,AID2073,Autophagy mod,Autophagy mod cell loss 18 h,HIV peptide binding,Dynein transport,Dynein transport cytoplasmic EGFP,Dynein transport nuclear GR-EGFP,Dynein transport cell count,WT yeast gro inh,WT yeast gro inh mutant strain,bCat nuc transl,bCat nuc transl cell count 5 µM,Insulin prom up,Insulin prom up cell count,Yfh1-depleted yeast,MT stabilize HCS,MT stabilize HCS Hoechst-high %,MT stabilize HCS cytotoxicity %
CCN(CC)C(=O)c1ccc(NC(=O)Cn2nc(C)c3ccccc3c2=O)cc1,-2%,i,-2,1.1%,0.052,-0.2,0.47,0.1,7,4,0.6,957,-0.1,1139,i,3.3,2.2,5.0
CC(C)(C)n1cccc1/C=C1\C(=O)NC(=O)N(c2ccccc2)C1=O,-3%,i,3,53%,0.46,-0.25,0.28,-0.33,-1,12,1.5,973,0.23,1420,i,3.1,3.1,1.2
CSc1ccc(CNC2CN3CCC2CC3)cc1 (stereo not drawn),-4%,i,-3,-0.4%,-0.36,-0.23,-0.0051,0.54,-1,12,/,/,-0.4,1424,i,2.9,5.9,13
COc1cc(CN=Cc2c(O)n(C(C)(C)C)c(=O)[nH]c2=O)cc(OC)c1,7%,/,/,-1.6%,-0.24,-0.28,-0.37,0.2,/,/,-0.8,1252,0.2,1168,i,/,/,/
O=C(CN1CCOCC1)c1ccc2cc[nH]c2c1,6%,/,/,1.6%,-0.2,0.29,0.3,-0.54,13,3,-1.0,974,0.9,1270,i,6.9,1.3,4.7
CCOC(=O)[C@@]1(C#N)[C@@H]2C=CC(C(N)=O)=CN2[C@@H](C(N)=O)[C@@H]1c1cccc(Cl)c1,-13%,i,0,6.6%,0.52,-0.21,0.66,-0.84,26,-32,/,/,0.07,1269,i,3.4,1.7,1.4
CCCCOC(=O)COc1cc(C)cc2oc(=O)c3c(c12)CCC3,33%,i,19,-0.6%,-0.31,-0.12,0.41,0.57,-7,-7,-7.2,1006,0.7,1286,i,3.1,1.9,5.6

# Compound activity as filed in PubChem BioAssay.
